TDP1 inh: blocks human tyrosyl-DNA phosphodiesterase 1; Q9NUW8; Potency, µM (top dose mostly 130 µM), for inactives: at the top dose activity change, negative = inhibition, hits mostly inhibitors; recombinant TDP1, AlphaScreen DNA substrate cleavage; 350,000 compounds, 0.28% hits; also: nearly all actives have a fitted effect of over 40% in size
Target sequence (Q9NUW8 whole entry, looked up): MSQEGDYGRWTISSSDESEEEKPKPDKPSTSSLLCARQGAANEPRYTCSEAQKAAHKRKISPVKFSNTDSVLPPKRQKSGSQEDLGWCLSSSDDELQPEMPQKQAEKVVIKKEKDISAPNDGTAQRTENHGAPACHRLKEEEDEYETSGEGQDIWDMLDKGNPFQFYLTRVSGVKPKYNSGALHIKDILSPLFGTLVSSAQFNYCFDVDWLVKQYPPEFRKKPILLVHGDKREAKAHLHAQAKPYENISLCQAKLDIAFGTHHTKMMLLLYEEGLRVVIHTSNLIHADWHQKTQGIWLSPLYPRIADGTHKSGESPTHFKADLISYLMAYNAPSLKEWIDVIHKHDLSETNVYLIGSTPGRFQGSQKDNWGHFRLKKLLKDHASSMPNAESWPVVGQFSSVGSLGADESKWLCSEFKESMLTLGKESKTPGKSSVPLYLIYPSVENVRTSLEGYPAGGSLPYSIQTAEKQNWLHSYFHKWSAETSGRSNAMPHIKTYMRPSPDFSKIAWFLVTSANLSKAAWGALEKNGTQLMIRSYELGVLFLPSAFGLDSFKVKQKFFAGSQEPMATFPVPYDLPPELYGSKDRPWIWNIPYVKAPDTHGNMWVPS
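Enzyme-compound mixtures sat 15 min at room temperature, followed by a 5 min reaction with 15 nM final substrate and 10 min with AlphaScreen beads. Recombinant human Tdp1 was used at 1 nM final.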
N370S GC mod: inhibits or activates N370S mutant glucocerebrosidase. 330,000 compounds, 0.092% hits. P04062. Potency, µM (highest dose often 59.4 µM), without a hit: top-dose activity change, negative = inhibition, most hits filed as inhibitors. N370S GC spleen homogenate, 4MU-glucoside fluorescence;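 also: 0% = full enzyme activity and -100% = no enzyme basal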
FEN1 inh: human FEN1 inhibition. Recombinant FEN1 flap cleavage, fluorescence, 15 min. Potency, µM (doses to about 114 µM), for the others: top-dose activity change, negative = inhibition, usual class: inhibitors. 390,000 compounds, 0.35% hits; also: nearly all actives have a fitted effect of over 65% in size
Target sequence (P39748 whole entry, looked up): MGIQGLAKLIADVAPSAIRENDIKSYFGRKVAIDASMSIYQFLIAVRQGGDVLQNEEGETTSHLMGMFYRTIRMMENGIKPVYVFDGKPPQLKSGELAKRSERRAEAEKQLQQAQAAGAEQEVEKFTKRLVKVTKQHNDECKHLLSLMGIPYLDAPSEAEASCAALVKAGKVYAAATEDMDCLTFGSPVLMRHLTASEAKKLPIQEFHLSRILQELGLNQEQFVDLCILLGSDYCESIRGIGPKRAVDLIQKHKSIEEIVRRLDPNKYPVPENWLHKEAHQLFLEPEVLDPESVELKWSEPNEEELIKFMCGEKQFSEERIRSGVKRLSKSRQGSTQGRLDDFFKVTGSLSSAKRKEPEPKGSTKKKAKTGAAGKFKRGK
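Steps: FEN1 (10 nM) dispensed; compound added by pin tool; 15 min at room temperature; substrate added to 50 nM final; reads at 0 min and 15 min; data normalized and fitted (four-parameter Hill).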
* marks the source's active call; other numbers are inactive results; ? = inconclusive; . = not tested or not shown; & = joins results of further samples; [ ] = dose if it differs, or a comment. Calls follow the shape of the dose curve; as a rule, active = well fitted curve in the direction sought with a large enough effect; inconclusive = small, poorly fitted or top-dose-only effect, or another doubt; inactive = no such curve, though single readings can be large; an effect the other way counts as inactive or inconclusive. Unless noted, % is scaled to controls: 0 for no effect and ±100 for the full control effect; potency is read from the fitted curve at half-maximal effect.

molecule,TDP1 inh,N370S GC mod,FEN1 inh
COc1ccccc1CNC(=O)c1csc(Cc2ccc(Cl)cc2)n1,0%,9%,1%
c1ccc(-c2csc(NNC3=NCCCCC3)n2)cc1,9%,-5%,2%
COc1ccc(NC(=O)c2ccc(-n3c(C)ccc3C)cc2)c(OC)c1,-10%,-3%,1%
O=C(NNc1ccc(F)cc1)c1c(F)cccc1Cl,-5%,3%,3%
CCN(CC)c1ccc(C(NC(C)=O)NC(C)=O)cc1,6%,-17%,-1%
COc1ccc(C(=O)Nc2nnc(S(=O)(=O)N3CCN(c4ccc(F)cc4)CC3)s2)cc1,3%,.,-1%
CN(CC(=O)Nc1cccc(F)c1)C(=O)c1ccc2c(c1)OCCO2,-6%,0%,2%
O=C(Nc1cccc(Cl)c1)Nc1csc([N+](=O)[O-])c1,2%,-6%,-22%
CCN1CCN(S(=O)(=O)c2ccc(Cl)c(C(=O)N(C)Cc3ccco3)c2)CC1,7%,-5%,6%
Cc1ccccc1OCC(O)Cn1c(=N)n(CCN2CCCCC2)c2ccccc21 (stereo unspecified),5%,.,-8%
Cc1ccc(-c2nc(N)sc2CC(=O)OCC(=O)N2C(C)CCCC2C)cc1 (stereo unspecified),5%,20%,0%
Cc1cccc(CSc2nnnn2-c2ccccc2)c1,.,16%,-13%
O=C(NS(=O)(=O)c1ccc(Cl)s1)c1ccccc1,5%,-1%,5%
COc1ccc([C@@H]2C[C@H]3CN(Cc4ccccc4OC)C(=O)[C@]34CCCN24)cc1C,-3%,12%,18%
Cc1cc(C)c(S(=O)(=O)NCCc2sc3nc(-c4ccc(F)cc4)nn3c2C)c(C)c1,0%,.,?

Later entries.
molecule,TDP1 inh,N370S GC mod,FEN1 inh
COc1ccc(N2C(=O)CSC23CCC(C(C)(C)C)CC3)cc1 (stereo unspecified),1%,9%,-14%
CCOC(=O)C[n+]1c(C)ccc2c1CCC2,8%,-1%,-3%
Cc1nc(-c2noc(-c3ccccc3Cl)n2)c(C(F)(F)F)o1,-5%,6%,9%
CCOc1ccc2nc(-c3ccc(OC)c(OC)c3)cc(C(=O)O)c2c1,0%,-3%,-1%
C=CCCN(Cc1ccccc1)S(=O)(=O)c1ccccc1Br,40µM*,-3%&15%,1%&-21%
O=C(CN1C(=O)C2C3C=CC(C3)C2C1=O)Nc1ccc(S(=O)(=O)Nc2nccs2)cc1 (stereo unspecified),.,-20%,2%
CCC1(c2ccccc2)NC(=O)N(CC(=O)NNC(=O)c2ccoc2C)C1=O (stereo unspecified),-2%,-8%,7%
Cc1nc([N+](=O)[O-])c(Br)n1CC(=O)c1ccc(Cl)cc1,6%,-18%,-3%
CCOc1ccc(CCNc2ncnc3onc(C)c23)cc1OCC,4%,.,-5%
O=C1OCC2OC(O)C(O)C(O)C2OC(=O)c2cc(O)c(O)c(O)c2-c2c(O)c(O)c3oc(=O)c4c(c(O)c(O)c5oc(=O)c2c3c54)-c2c1cc(O)c(O)c2O (stereo unspecified),0.14µM*,-12%,.
O=C(NC(=S)N1CCCc2ccccc21)c1ccc([N+](=O)[O-])cc1,12%,?,16%
Cc1ccc(OCCC(=O)OCC(=O)c2c(N)n(CC(C)C)c(=O)n(C)c2=O)cc1,0%,.,?
COc1ccc2c(Cl)c(C(=O)NN)sc2c1,6%,7%,-2%
Cc1nc(N)nc(OCC(F)(F)C(F)F)c1Br,-4%,5%,0%
COc1cc(CN/C(C)=C(\C#N)C(N)=O)cc(OC)c1OC,3%,6%,-7%

A draw from above in order of molecular weight, falling:
molecule,TDP1 inh,N370S GC mod,FEN1 inh
O=C1OCC2OC(O)C(O)C(O)C2OC(=O)c2cc(O)c(O)c(O)c2-c2c(O)c(O)c3oc(=O)c4c(c(O)c(O)c5oc(=O)c2c3c54)-c2c1cc(O)c(O)c2O (stereo unspecified),0.14µM*,-12%,.
O=C(CN1C(=O)C2C3C=CC(C3)C2C1=O)Nc1ccc(S(=O)(=O)Nc2nccs2)cc1 (stereo unspecified),.,-20%,2%
Cc1ccc(OCCC(=O)OCC(=O)c2c(N)n(CC(C)C)c(=O)n(C)c2=O)cc1,0%,.,?
COc1ccc([C@@H]2C[C@H]3CN(Cc4ccccc4OC)C(=O)[C@]34CCCN24)cc1C,-3%,12%,18%
CCC1(c2ccccc2)NC(=O)N(CC(=O)NNC(=O)c2ccoc2C)C1=O (stereo unspecified),-2%,-8%,7%
C=CCCN(Cc1ccccc1)S(=O)(=O)c1ccccc1Br,40µM*,-3%&15%,1%&-21%
Cc1nc([N+](=O)[O-])c(Br)n1CC(=O)c1ccc(Cl)cc1,6%,-18%,-3%
CCOc1ccc2nc(-c3ccc(OC)c(OC)c3)cc(C(=O)O)c2c1,0%,-3%,-1%
CCOc1ccc(CCNc2ncnc3onc(C)c23)cc1OCC,4%,.,-5%
O=C(NC(=S)N1CCCc2ccccc21)c1ccc([N+](=O)[O-])cc1,12%,?,16%
COc1ccc(N2C(=O)CSC23CCC(C(C)(C)C)CC3)cc1 (stereo unspecified),1%,9%,-14%
Cc1nc(-c2noc(-c3ccccc3Cl)n2)c(C(F)(F)F)o1,-5%,6%,9%
COc1cc(CN/C(C)=C(\C#N)C(N)=O)cc(OC)c1OC,3%,6%,-7%
Cc1cccc(CSc2nnnn2-c2ccccc2)c1,.,16%,-13%
COc1ccc2c(Cl)c(C(=O)NN)sc2c1,6%,7%,-2%
CCOC(=O)C[n+]1c(C)ccc2c1CCC2,8%,-1%,-3%

New compounds follow:
molecule,TDP1 inh,N370S GC mod,FEN1 inh
COc1ccc2[nH]c3c(C)c4cc[n+](C)cc4c(C)c3c2c1,15%,-3%,2.2µM*
COc1ccc(/C=C2\SC(=O)N(CCC(=O)Nc3ccccc3)C2=O)cc1OC,2%,-4%,1%
CC(=O)c1ccc(NC(=O)c2cccc(NC(=O)c3ccccc3)c2)cc1,.,-13%,9%
COc1ccc(NC(=O)CN(C)C(=O)c2cc3c(s2)CCC3)cc1,1.3µM*,0%,25µM*
O=C(C1CCC(=O)N(C2CCCC2)C1)N1CCC(Oc2cccc(F)c2)CC1 (stereo unspecified),2%,-8%,0%
CC(C)(C)OC(=O)N1CCC(c2c(C(=O)NCc3ccccc3)cnn2-c2ccccc2)CC1,2%,.,1%
COc1cccc(Nc2ncnc3nc[nH]c23)c1,9%,-13%,13%
COc1ccc(N2CCN(C(=O)COC(=O)c3c(-c4ccccc4)noc3C)CC2)cc1,2%[56.1 µM],.,12%
CCOC(=O)c1c(NC(=O)c2c(C(=O)O)cccc2[N+](=O)[O-])sc2c1CCCC2,.,0%,1%
CC(=O)Nc1cccc(C(=O)O)n1,-11%,8%,-2%
O=C(O)C1CCCCC1C(=O)Nc1ccc2c(c1)OCO2 (stereo unspecified),.,3%,18%
CC(C)[C@H](NC(=O)N1CCn2c1nc1ccccc12)C(=O)NCCc1ccccc1,6%,0%,-5%
CCOC(=O)c1ccccc1NC(=O)N1CCn2c(C)ccc2C1CC (stereo unspecified),1%,20%,5%
CCN1CCN(C(c2ccccc2)c2sc3nc(-c4ccco4)nn3c2O)CC1 (stereo unspecified),3%,.,-5%
NC(=O)N/N=C/c1sc(=O)n(-c2ccccc2)c1Cl,0%,-5%,6%

Next part:
molecule,TDP1 inh,N370S GC mod,FEN1 inh
Cc1cc(C)cc(OCC(=O)OCC(=O)c2c(N)n(C)c(=O)n(C)c2=O)c1,8%,-1%,13%
Cc1ccc(NC(=O)Cn2nnc(C(=O)NCc3ccc(Cl)cc3)c2N)cc1F,0%,5%,-11%
CC1CCCC(C)N1/N=C/c1ccc([N+](=O)[O-])cc1 (stereo unspecified),.,-5%,-4%
O=C(COc1ccc2cc(-c3ccccc3)c(=O)oc2c1)NCC1CCC(C(=O)O)CC1 (stereo unspecified),.,?,-1%
Cc1ccc(C2C(=O)N(C3CCCCCC3)CC(=O)N2CCC2=CCCCC2)cc1 (stereo unspecified),5%,.,15%
O=C(CCCn1c(=O)[nH]c2ccccc2c1=O)NC1CCCCCC1,-6%,7%,-9%
NC(=O)Nc1ccccc1C(=O)Nc1ccc2ccccc2c1,.,4%,12%
Cc1ccc(NC(=O)Cn2c(=S)[nH]c3ccccc32)cc1,5%,10%,-9%
Cc1ccc(NC(=S)NC(=O)c2sc3ccccc3c2Cl)c(C(=O)O)c1,2%,-1%,.
CCN(CC(=O)Nc1ccc(OC)cc1)C(=O)c1ccc2[nH]c3c(c2c1)CC(C)CC3 (stereo unspecified),3%[56.1 µM],.,-17%
CCN(CC)C(=O)CC(c1ccc(OC)cc1)c1c(OC)cc(OC)c2c(-c3ccccc3)cc(=O)oc12 (stereo unspecified),18µM*,13%,-32%
Cc1ccc(-c2nnc(Oc3ccc(NC(=O)c4ccccc4)cc3)c3ccccc23)cc1,3%,2%,-8%
COc1ccccc1NC(=O)C1CCCN(c2cc(C)nc3ncnn23)C1 (stereo unspecified),2%,-2%,5%
CS(=O)(=O)N(CC(=O)N1CCN(Cc2ccccc2)CC1)c1ccccc1F,.,-5%,13%
C=CCn1c(SCC(=O)NC2CC2)nnc1-c1cccc(OC)c1,3%[56.1 µM],-4%,?

The list goes on.
molecule,TDP1 inh,N370S GC mod,FEN1 inh
C=CCN(CC=C)S(=O)(=O)c1ccc(C(=O)Nc2nc3c(s2)CCc2ccccc2-3)cc1,5%,4%,-3%
CS(=O)(=O)c1ccc(Cl)c(NC(=O)COC(=O)c2ncc(Cl)c(Cl)c2Cl)c1,.,3%,-5%
CCCCCCCCOC(=O)C[N+](C)(C)C/C=C(/C)Cl,-3%,-7%,-5%
CCS(=O)(=O)N1CCN(C(=O)c2cccc3ccccc23)CC1,.,-9%,1%
COC(=O)C(C)n1cnc2c(nnn2-c2cccc(Cl)c2)c1=O (stereo unspecified),3%,5%,11%
CCN(C1CCS(=O)(=O)C1)S(=O)(=O)c1ccc2ccccc2c1 (stereo unspecified),-11%[0.505 µM],-2%,3%
O=C(c1cccc(NS(=O)(=O)c2ccccc2)c1)N1CCCC1,4%,-5%,19%
COC(=O)C1C(=O)c2c(C)noc2CC1(C)C (stereo unspecified),-3%,8%,20%
Cc1cc(O)c(-c2cc(C(=O)Nc3sc4c(c3C(=O)NCc3ccco3)CCC4)[nH]n2)cc1C,.,1%,-2%
CN(C)c1nc(N(C)C)nc(N(C)C)n1,5%,-18%,14%
CCC(Sc1nc2ncnc(N)c2[nH]1)C(=O)O (stereo unspecified),5%,0%,2%
CC(C)CN(C(=O)c1ccc(=O)n(C)n1)c1c(N)n(Cc2ccccc2)c(=O)[nH]c1=O,.,1%,-3%
COc1ccc(NC(=S)NCC2CCCO2)c(C)c1 (stereo unspecified),-3%,-3%,3%
CCCCCOc1ccc(Cn2ccnc2)cc1[N+](=O)[O-],5%,-26%,-4%
O=C1COCCOCCOCCOCC(=O)NCCN1,4%,-8%,-3%

Next part.
molecule,TDP1 inh,N370S GC mod,FEN1 inh
Cc1cccc(C(c2c(C)nn(-c3ccccc3)c2N)c2c(C)nn(-c3ccccc3)c2N)c1,5%,8%,-3%
CC(=O)NNC(=O)CCC(=O)Nc1ccccc1,5%,13%,0%
Cc1c(C(=O)O)sc2nc(C)n(C)c(=O)c12,0%,4%,-2%
O=C(CN1CCCC1)Nc1ccc(NC(=O)Nc2ccccc2)cc1,7%,12%,-12%
CS(=O)(=O)N1CCCC(C(=O)Nc2cccc(F)c2)C1 (stereo unspecified),.,-4%,10%
CCCN(CCC)CC(O)Cn1c2ccccc2c2ccccc21 (stereo unspecified),-2%,-5%,-17%
COCCNC(=O)C(=O)NCC1OCCN1S(=O)(=O)c1ccc2c(c1)OCCO2 (stereo unspecified),.,2%,19%
CCc1ccc(NC(=O)CSc2ccc(-c3sc(-c4ccccc4)nc3C)nn2)cc1,-5%,.,12%
Cc1ccc(S(=O)(=O)N2CCCOC2CNC(=O)C(=O)NCc2ccc3c(c2)OCO3)cc1 (stereo unspecified),1%,2%,1%
Cc1cc(C)n2nc(C(=O)N/N=C/c3cn(C)nc3C)nc2n1,.,14%,-3%
O=C(COc1ncnc2ccc(Br)cc12)NCc1ccc2c(c1)OCO2,7%,-13%,-15%
CC(=Nc1ccccc1C)C1=C(O)CSC1=O,3%,0%,-1%
O=C1NC(=O)c2c(NC(=O)C3CCCO3)cccc21 (stereo unspecified),0%,7%,9%
COc1nc(NCCN2CCOCC2)nc(Nc2ccccc2)n1,5%,5%,10%
CC(=O)c1cc(-c2ccccc2)n(CC(=O)NCc2cccs2)c1C,0%,-2%,3%
CCOC(=O)N/N=C\c1ccc(OC/C=C/c2ccccc2)c(OC)c1,0%,-1%,1%
CCOC(=O)c1ccc(N2C(=O)C(CC(=O)NC)N(CCc3ccc(OC)c(OC)c3)C2=S)cc1 (stereo unspecified),6%,3%,-11%

Bioassay records as filed in PubChem BioAssay.
